Screening data deposited in PubChem BioAssay by National Center for Advancing Translational Sciences (NCATS).
Shiga inhibitor: A qHTS for Small Molecule Inhibitors of Shiga Toxin. Vero cells, Shiga toxin protein synthesis inhibition reporter. inhibition, % at 38.7 µM. hit rate 9.2% among 290,000. AID 2315, 2010; in the data active = inhibition mostly above about 28%, no sharp cut-off; inactive = mostly below about 43%; note: 0% is about no effect
Tb PYK inh: qHTS of Trypanosoma Brucei Inhibitors; Potency, µM (titrated, usually from 76.8 µM), for the others: top-dose activity, negative = inhibition, most hits filed as inhibitors; hit rate 0.12% among 410,000; TbPYK enzyme, Kinase-Glo Plus ATP luminescence, 45 min; pyruvate kinase (Trypanosoma brucei), Q57TT1; note: potency is the fitted concentration of half-maximal effect; % is set by controls: 0 for no effect and ±100 for the full control effect; nearly all actives have a fitted effect of over 50% in size
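T. brucei PYK with substrate was exposed to pin-transferred compounds across a concentration series, then started with 130 uM ADP (final). After 45 min at room temperature, Kinase-Glo Plus luminescence was read, normalized and curve-fitted.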
Cycloheximide cs: Cycloheximide Counterscreen for Small Molecule Inhibitors of Shiga Toxin; cell reporter, cycloheximide protein synthesis inhibition counterscreen; max response, %; hit rate 12% among 300,000; AID 2314, 2010; in the data active = max response mostly above about 13%, no sharp cut-off; inactive = mostly below about 14%; note: read at 38.3 µM for the half of the compounds with a filed dose; 0% is about no effect
HCV inhibitor: qHTS Assay for Inhibitors of Hepatitis C Virus (HCV); Huh7.5.1 HCVcc-Cre infection, luciferase reporter, 44 h; Potency, µM (doses to about 41.8 µM), inactives show at the highest dose activity change, negative = inhibition, most hits filed as inhibitors; hit rate 3.4% among 340,000; AID 651820, 2012; note: potency is the fitted concentration of half-maximal effect; % is set by controls: 0 for no effect and ±100 for the full control effect
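After 44 h co-culture of compound, cells and HCVcc-Cre (~0.5 moi), substrate is added for 15 min at room temperature and luciferase measured over 15 sec. Cells were seeded at 1,000/well and pre-cultured 4 h.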
Pf growth 48h: Primary qHTS for delayed death inhibitors of the malarial parasite plastid, 48 hour incubation. P. falciparum luciferase growth in erythrocytes, 48 h. Potency, µM (highest dose often 28.7 µM), for the others: top-dose activity change, negative = inhibition, most hits filed as inhibitors. hit rate 5.9% among 310,000; note: potency is the fitted concentration of half-maximal effect; % is set by controls: 0 for no effect and ±100 for the full control effect
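Luciferase-expressing P. falciparum in infected erythrocytes (2% hematocrit, 0.1% parasitemia final) in RPMI 1640/0.5% Albumax were exposed to compound for 48 hours at 37 C, 5% CO2; growth read as luminescence.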
LmPK inhibitor: qHTS Assay for Inhibitors of Leishmania Mexicana Pyruvate Kinase (LmPK); Q27686; purified LmPK, Kinase-Glo ATP luminescence, 1 h; Potency, µM (series often up to 57.5 µM), without a hit: top-dose activity change, negative = inhibition, hits mostly inhibitors; hit rate 0.37% among 290,000; note: potency is the fitted concentration of half-maximal effect; % is set by controls: 0 for no effect and ±100 for the full control effect
Target sequence (Q27686 whole entry, looked up): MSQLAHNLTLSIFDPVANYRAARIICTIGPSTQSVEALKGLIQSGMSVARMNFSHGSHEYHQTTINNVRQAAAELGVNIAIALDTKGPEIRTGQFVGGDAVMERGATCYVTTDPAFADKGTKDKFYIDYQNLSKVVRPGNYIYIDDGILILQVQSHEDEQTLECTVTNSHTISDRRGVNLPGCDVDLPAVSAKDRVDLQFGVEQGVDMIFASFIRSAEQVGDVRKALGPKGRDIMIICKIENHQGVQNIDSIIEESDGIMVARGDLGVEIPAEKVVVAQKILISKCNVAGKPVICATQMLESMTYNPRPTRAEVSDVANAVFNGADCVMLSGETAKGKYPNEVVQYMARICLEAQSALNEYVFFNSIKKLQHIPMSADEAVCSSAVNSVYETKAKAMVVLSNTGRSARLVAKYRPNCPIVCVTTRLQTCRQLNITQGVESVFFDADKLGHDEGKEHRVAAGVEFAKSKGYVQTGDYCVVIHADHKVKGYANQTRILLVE
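Kinase-Glo luminescence read after 1 h RT reaction of 0.1 nM LmPK with 0.5 mM PEP and 0.1 mM ADP. Activity scaled between uninhibited and enzyme-free controls.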
Pf growth 96h: Primary qHTS for delayed death inhibitors of the malarial parasite plastid, 96 hour incubation. P. falciparum luciferase reporter growth, 96 h. Potency, µM (highest dose often 28.7 µM), for the others: top-dose activity change, negative = inhibition, usual class: inhibitors. hit rate 6.9% among 320,000. AID 504834, 2011; note: potency is the fitted concentration of half-maximal effect; % is set by controls: 0 for no effect and ±100 for the full control effect
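Erythrocytes infected with luciferase-expressing P. falciparum were dispensed at 2% hematocrit and 0.05% parasitemia (final), then incubated with compounds 96 hours at 37 C in 5% CO2. Luminescence after detection reagent addition reported growth.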
* = called active by the depositor; u = inconclusive; x = no result given; & = joins results of further samples; [ ] = another dose, or the depositor's remark. Unless noted, calls come from the whole dose curve; as a rule, active = well fitted curve in the direction sought with a large enough effect; inconclusive = small, poorly fitted or top-dose-only effect, or another doubt; inactive = no such curve, though single readings can be large; an effect the other way counts as inactive or inconclusive.

canonical_smiles | Shiga inhibitor | Tb PYK inh | Cycloheximide cs | HCV inhibitor | Pf growth 48h | LmPK inhibitor | Pf growth 96h
O=C(O)c1cccc(NC(=S)NC(NC(=O)c2ccco2)C(Cl)(Cl)Cl)c1 (configuration not stated) | 27 | -3% | -2 | 16% | u | -1% | -21%
O=C(NCc1cccs1)C1CC(c2ccccc2O)=NO1 (configuration not stated) | 51* | 3% | 27* | -27% | 26% | -4% | x
N#Cc1ccc(COC(=O)c2cccnc2Cl)cc1 | -1 | -1% | 10 | 18% | 12% | -1% | 23%
Cn1c(SCC(=O)N/N=C/c2ccncc2)nc2ccccc21 | 28 | 0% | -1 | -1% | u | 1% | u
C[n+]1cn(CC(O)COCc2ccccc2)c2ccccc21 (configuration not stated) | -11 | -10% | -1 | 15% | u | -6% | 4.7µM*
CCOC(=O)c1c(C)[nH]c(C)c1C(=O)COC(=O)c1ccc(OC)c(OC)c1 | -11 | -2% | 1 | -7% | u | 6% | u
COc1ccc(Cl)cc1S(=O)(=O)Nc1ccc(Cl)cn1 | -7 | -6% | -3 | 17% | 4% | 1% | 5%
Cc1nc(=O)c(-c2ccccc2)c(C)n1-c1cccc(/C=C/C(=O)O)c1 | -1 | -2% | -2 | -9% | x | -1% | -12%
N#CC(Br)Br | x | -1% | x | 4% | 0% | x | u
CCNS(=O)(=O)c1cccc(C(=O)c2c(C)cc3ccccn23)c1 | -5 | -1% | 1 | u | -19% | 0% | -10%
O=C(NCCN1CCOCC1)c1ccc2c(c1)N(Cc1ccc(F)cc1)C(=O)c1ccccc1S2(=O)=O | -9 | 0% | -2 | -1% | u | 3% | u
CCn1c(SCC(=O)Nc2ccc(C)cc2)nc2sc3c(c2c1=O)CCN(C)C3 | -4 | 6% | 1 | u | 3.7µM* | 1% | 0.37µM*
Cn1c(=O)[nH]c(=O)c2c1nc(SCC(O)CO)n2Cc1ccccc1Cl (configuration not stated) | -3 | 0% | -2 | 10% | -18% | -1% | 9%
O=C(Cn1cc(C(=O)C(F)(F)F)c2ccccc21)Nc1ccccc1F | 7 | 8% | -2 | 2% | u | -12% | u
COc1ccc(C(=O)N/N=C/c2ccccc2OC(=O)c2ccccc2)cc1 | 41* | -9% | 33* | u | u | 2% | 2%
CCCNC(=S)Nc1ccc(Nc2ccccc2)cc1 | 38 | -3% | 15 | u | 24% | 4% | 103%[activator]
CCNC(=S)N(CCN(CC)CC)Cc1cc2cc3c(cc2[nH]c1=O)OCO3 | -8 | 0% | -3 | 10% | 8% | -1% | -11%
CCc1ccc(NC(=S)Nc2cc(C(=O)O)ccc2N2CC3CC(C2)c2cccc(=O)n2C3)cc1 (configuration not stated) | 70* | -1% | 35 | -8% | 36%[activator] | 2%[11.5 µM] | 97%[activator]
COc1cc(/C=C(\C#N)C(=O)Nc2ccc3c(c2)OCCO3)ccc1O | 51* | -5% | 33* | u | 59%[activator] | -1% | 2%
CCn1nc(C(=O)N2CCN(Cc3ccc4c(c3)OCO4)CC2)c2ccccc2c1=O | -28 | 0% | 6 | 2% | -3% | -4% | x
CN(CC(=O)Nc1cccc(F)c1)C(=O)CCCc1cccs1 | 13 | -7% | 5 | -4% | 2% | -3% | -19%
COc1ccc(CCNC(=O)CSC2=NS(=O)(=O)c3cc(Cl)ccc3N2)cc1OC | x | 2% | x | 15% | -22% | x | 7%
Cc1ccc(Nc2nc(N)nc(CN3CCc4ccccc4C3)n2)cc1 | 7 | -3% | 10 | u | u | -1% | -2%
c1ccc(-c2nn3cnnc3c3ccccc23)cc1 | 5 | -1% | 11 | u | -24% | -6% | 39%[activator]
CC1CN(CC(=O)NCc2ccc(Cl)cc2)CC(C)O1 (configuration not stated) | 3 | 1% | 1 | 6% | 6% | -4% | 19%
Cc1cnc(C(=O)OCC(=O)c2ccc(C3CCCCC3)cc2)cn1 | x | -4% | x | -10%[8.37 µM] | -12% | x | 14%
CC(C)(C)C(=O)NC(=S)NNC(=O)C(c1ccccc1)c1ccccc1 | -4 | -5% | 3 | u | 13µM* | -3% | u
O=C(NCCCO)c1c(O)c2cccc3c2n(c1=O)CCC3 | 42 | 2% | 6 | 2% | 3% | 4% | -11%
O=C(CSc1nc(O)cc(=O)n1-c1ccccc1)Nc1nc2ccccc2s1 | -3 | -1% | -1 | 5% | 1% | 4% | 1%
CN(C(=O)c1cc(COc2ccc(F)c(F)c2)on1)C1CCOC1 (configuration not stated) | 33 | -4% | 31* | 15% | 19% | 1% | -19%
Cc1nn(C)c(C)c1/C=C(/C(=O)C(C)(C)C)n1cncn1 | 17 | 2% | -1 | -8% | -13% | -3% | -25%
O=C(CSc1nnc(-c2ccccc2)o1)N1CCOCC1 | -7 | -4% | -2 | 17% | 29% | -1% | 16%
CC1(C)O[C@@H]2[C@H](O1)[C@@H](CO)O[C@H]2n1ccc(=O)[nH]c1=O | x | -4% | x | -9% | 4% | x | 36%[activator]
COc1ccc(OC)c(NC(=O)C(CCS(C)(=O)=O)NC(C)=O)c1 (configuration not stated) | 18 | 0% | -3 | 7%&0% | 18% | 1% | 41%[activator]
CCOC(=O)N1CCN(S(=O)(=O)c2ccc(F)c(C(=O)Nc3cccc(C)c3C)c2)CC1 | 10 | -8% | -2 | -13% | u | -3% | -94%
Cc1ccc(-n2nc(C)c(C(=O)N3CCN(C(=O)c4ccco4)CC3)c2-n2cccc2)cc1 | -15 | -8% | -5 | 9% | u | 5% | -6%
COC(=O)c1ccc(NC(=O)c2cc(-c3ccccn3)nc3ccccc23)cc1 | -9 | -19% | -6 | -2% | 16% | 1% | -37%[5.75 µM]
O=C(CCCN1C(=O)C(c2ccccc2)Oc2cccnc21)NCCc1ccc(Cl)cc1 (configuration not stated) | 6 | -1% | 1 | u | u | 2% | 9.3µM*
O=C(c1cc2ccccc2oc1=O)N(Cc1cccs1)Cc1ccccc1Cl | 60* | 3% | 45* | -11% | u | 2% | -20%
CC[C@H](C)[C@H](NC(N)=O)C(=O)NCCc1ccc(OC)cc1 | 31 | -13% | 0 | 12% | 3% | 5% | 12%
C=CCOc1ccc(CNn2nnnc2N)cc1 | 10 | 1% | 15 | -7% | 2% | 6% | 0%
O=C(CSc1nnc(CNC(=O)c2c(F)cccc2Cl)o1)NC1CCCCC1 | -1 | 2% | -1 | 9% | 2% | -7% | u
NS(=O)(=O)c1ccc(NC(=S)NC2CCCCC2)cc1 | 26 | u | 6 | 16% | -5% | -3% | 1%
CC1(C)Cc2c(c(-c3ccco3)[nH]c(=O)c2C#N)CS1 | -2 | -4% | 1 | 6% | 4% | 5% | -5%
CCOC(=O)c1c(CS(=O)(=O)c2ccccc2)n(C)c2cc(Br)c(O)cc12 | -6 | -4% | -1 | u | -29% | 3% | -44%
COc1ccccc1NC(=S)NNC(=O)c1cc(C)n(C)n1 | 4 | -14% | 7 | 13% | x | -4% | 58%
O=C(c1ccccc1)C1CCN(C(=O)c2c(F)cccc2F)CC1 | -3 | 2% | -5 | 8% | 7%[0.00184 µM] | 7% | 0%
OCCN1CCN(CC(O)COCc2ccc3c(c2)OCO3)CC1 (configuration not stated) | 12 | -6% | -3 | -5% | 13% | 1% | u
CC[C@@]1(c2ccccc2OC)C(=O)N(C(=O)OC)N1C(=O)OC | 24* | -1% | 25* | 36%[activator] | -20% | -4% | u
CC1CN(S(=O)(=O)c2ccc(C(=O)Nc3sccc3C(N)=O)cc2)CC(C)O1 (configuration not stated) | -17 | 2% | 0 | u | -27% | 1% | u

Further entries:
canonical_smiles | Shiga inhibitor | Tb PYK inh | Cycloheximide cs | HCV inhibitor | Pf growth 48h | LmPK inhibitor | Pf growth 96h
CCCN1C2CCCC1CC(NC(C)=O)C2 (configuration not stated) | -23 | 0% | -1 | 12% | 13% | 0% | u
CCCn1c(C)cc(C(=O)COc2ncnc3sccc23)c1C | 105* | -16% | 44* | -15% | 54%[activator] | -5% | 9%[5.75 µM]
CCCCOc1ccc(N(CC(=O)NCC2CCCO2)C(=O)CCC(=O)Nc2nccs2)cc1 (configuration not stated) | 10 | 9% | 2 | 3% | -30% | 0% | 45%[activator]
O=C(N/N=C\C=C\c1ccc2c(c1)OCO2)c1ccc(F)cc1 | 46 | -2% | 20 | -12% | u | -3% | -5%
CCN1CCCC1CNc1ccc(S(C)(=O)=O)cc1[N+](=O)[O-] (configuration not stated) | -6 | -5% | -4 | -1% | -2% | 0% | 0%
CC(C)(C)C(=O)NCCCNc1ccc([N+](=O)[O-])cc1 | 15 | 4% | 12 | 10% | 0% | 9% | 268%[activator]

Arranged by molecular weight (smallest number first): part of the list above
canonical_smiles | Shiga inhibitor | Tb PYK inh | Cycloheximide cs | HCV inhibitor | Pf growth 48h | LmPK inhibitor | Pf growth 96h
CCCN1C2CCCC1CC(NC(C)=O)C2 (configuration not stated) | -23 | 0% | -1 | 12% | 13% | 0% | u
CC(C)(C)C(=O)NCCCNc1ccc([N+](=O)[O-])cc1 | 15 | 4% | 12 | 10% | 0% | 9% | 268%[activator]
CC1(C)Cc2c(c(-c3ccco3)[nH]c(=O)c2C#N)CS1 | -2 | -4% | 1 | 6% | 4% | 5% | -5%
CC[C@H](C)[C@H](NC(N)=O)C(=O)NCCc1ccc(OC)cc1 | 31 | -13% | 0 | 12% | 3% | 5% | 12%
O=C(N/N=C\C=C\c1ccc2c(c1)OCO2)c1ccc(F)cc1 | 46 | -2% | 20 | -12% | u | -3% | -5%
NS(=O)(=O)c1ccc(NC(=S)NC2CCCCC2)cc1 | 26 | u | 6 | 16% | -5% | -3% | 1%
COc1ccccc1NC(=S)NNC(=O)c1cc(C)n(C)n1 | 4 | -14% | 7 | 13% | x | -4% | 58%
CC[C@@]1(c2ccccc2OC)C(=O)N(C(=O)OC)N1C(=O)OC | 24* | -1% | 25* | 36%[activator] | -20% | -4% | u
CCN1CCCC1CNc1ccc(S(C)(=O)=O)cc1[N+](=O)[O-] (configuration not stated) | -6 | -5% | -4 | -1% | -2% | 0% | 0%
CCCn1c(C)cc(C(=O)COc2ncnc3sccc23)c1C | 105* | -16% | 44* | -15% | 54%[activator] | -5% | 9%[5.75 µM]
OCCN1CCN(CC(O)COCc2ccc3c(c2)OCO3)CC1 (configuration not stated) | 12 | -6% | -3 | -5% | 13% | 1% | u
O=C(c1cc2ccccc2oc1=O)N(Cc1cccs1)Cc1ccccc1Cl | 60* | 3% | 45* | -11% | u | 2% | -20%
CC1CN(S(=O)(=O)c2ccc(C(=O)Nc3sccc3C(N)=O)cc2)CC(C)O1 (configuration not stated) | -17 | 2% | 0 | u | -27% | 1% | u
O=C(CSc1nnc(CNC(=O)c2c(F)cccc2Cl)o1)NC1CCCCC1 | -1 | 2% | -1 | 9% | 2% | -7% | u
CCOC(=O)c1c(CS(=O)(=O)c2ccccc2)n(C)c2cc(Br)c(O)cc12 | -6 | -4% | -1 | u | -29% | 3% | -44%
CCCCOc1ccc(N(CC(=O)NCC2CCCO2)C(=O)CCC(=O)Nc2nccs2)cc1 (configuration not stated) | 10 | 9% | 2 | 3% | -30% | 0% | 45%[activator]
